# TEAD-YAP inh: TEAD-YAP interaction inhibition; HEK-TIYL cells, TEAD-Gal4/YAP UAS-luciferase luminescence; inhibition, % at 9.12 µM; actives 1.4% (n = 640,000); AID 1259422; in the data active = inhibition above about 32%;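 also: 0% = median of test compound wells and 100% = reference inhibitor wells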
# FBW7 activator: activators of human E3 ligase FBW7; AlphaScreen FBW7–phospho-cyclin E peptide binding, activator screen; Q969H0; actives 0.13% (n = 650,000); normalized activity (activation), % at 26.1 µM; AID 1259310; in the data active = normalized activity above about 1.9%;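 also: purified mutant Fbw7 with reduced substrate affinity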
# MITF primary: inhibitors of human MITF; AlphaScreen MITF homodimerization, bead proximity signal; inhibition, % at 2.6 µM; actives 0.91% (n = 650,000); in the data active = inhibition above about 50%;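 also: 0% = vehicle wells with protein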
# Target sequence (O75030 whole entry, looked up): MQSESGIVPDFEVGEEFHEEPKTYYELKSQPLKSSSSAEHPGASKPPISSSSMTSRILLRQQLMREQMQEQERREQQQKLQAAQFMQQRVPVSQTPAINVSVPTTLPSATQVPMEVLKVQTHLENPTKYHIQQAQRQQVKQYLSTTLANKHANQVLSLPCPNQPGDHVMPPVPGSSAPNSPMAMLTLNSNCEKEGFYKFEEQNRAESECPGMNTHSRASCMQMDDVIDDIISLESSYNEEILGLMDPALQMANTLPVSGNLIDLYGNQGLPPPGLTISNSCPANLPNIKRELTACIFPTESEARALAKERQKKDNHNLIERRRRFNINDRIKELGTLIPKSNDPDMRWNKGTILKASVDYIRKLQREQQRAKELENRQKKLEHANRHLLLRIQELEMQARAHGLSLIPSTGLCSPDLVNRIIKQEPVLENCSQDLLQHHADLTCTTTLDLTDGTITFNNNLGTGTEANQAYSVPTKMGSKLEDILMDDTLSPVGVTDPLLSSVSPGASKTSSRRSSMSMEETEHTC
# GPR151 activ: activates the human receptor GPR151. actives 1% (n = 650,000). activation, % at 11.2 µM. PathHunter beta-arrestin GPR151 cells, luminescence. Q8TDV0. AID 1508602; in the data active = activation above about 4.9%;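 also: 0% = median of compound wells and 100% = cells with positive control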
# Target sequence (Q8TDV0 whole entry, looked up): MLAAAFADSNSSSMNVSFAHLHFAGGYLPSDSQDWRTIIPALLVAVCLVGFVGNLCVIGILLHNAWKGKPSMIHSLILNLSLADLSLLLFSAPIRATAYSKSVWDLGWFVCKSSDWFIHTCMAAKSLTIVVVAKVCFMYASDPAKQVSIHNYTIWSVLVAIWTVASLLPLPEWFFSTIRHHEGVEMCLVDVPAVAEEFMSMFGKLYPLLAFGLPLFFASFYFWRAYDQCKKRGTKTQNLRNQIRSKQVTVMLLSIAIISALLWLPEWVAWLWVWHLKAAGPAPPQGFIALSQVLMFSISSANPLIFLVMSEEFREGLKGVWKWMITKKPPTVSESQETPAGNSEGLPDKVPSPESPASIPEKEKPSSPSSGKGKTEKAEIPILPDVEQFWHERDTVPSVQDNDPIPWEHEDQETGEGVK
# * hit, by the source's call; & = joins results of further samples.
SMILES,TEAD-YAP inh,FBW7 activator,MITF primary,GPR151 activ
CC(=O)N1CCN(Cc2ccc3c(c2)CN(C(=O)Cc2cc(F)cc(F)c2)CCO3)CC1,-10,-0.3,-2,-0.5
COc1ccccc1Cn1c(SCc2cccc(Br)c2)nc2ccc(Br)cc2c1=O,1,0.0,5,0.2
Cc1ccc(N2CCN(C(=S)c3ccc(-c4cccc(C(F)(F)F)c4)o3)CC2)cc1,3,-0.1,1,-0.7
CCSc1nnc(NC(=O)Cc2c[nH]c3ccccc23)s1,9,0.1,11,-0.5
Cc1ccccc1CN(CCO)Cc1ccccc1,-4,0.0,50,-0.6
Cc1ccc2cc(CCNC(=O)c3ccc(S(=O)(=O)N(C)C)cc3)c(=O)[nH]c2c1,-1,-0.1,1,0.2
CC(Oc1ccc2oc3ccccc3c2c1)C(=O)NC(N)=O (stereo unspecified),-14,-0.2,-9,-1.5
COc1cc(-c2nc3ccccc3c(=O)n2NC(=O)c2ccccc2Br)cc(OC)c1OC,1,-0.1,16,-0.6
O=C(Nc1cc([N+](=O)[O-])ccc1O)C1CCCO1 (stereo unspecified),-1,-0.1,-19,3.8
O=C1CSC(=O)N1CNc1ccccc1,0,0.0,1,-0.3
Fc1ccc2c(c1)nc(NCC1CCCO1)c1nccn12 (stereo unspecified),-3,0.3,13,2.0
CSc1nc(N)c2c3c(sc2n1)CCCCC3,-35,-0.1,-28,-0.7
CC1(C)CC(=O)C2=C(C1)Nc1cc(C(=O)c3ccccc3)ccc1NC2c1ccc(Cl)c(Cl)c1 (stereo unspecified),-1,0.1,12,1.7
COc1ccc(OC)c(NS(=O)(=O)c2ccc(OC)c(C)c2)c1,15,-0.1,-1,-0.6
COC(=O)c1cnn2c(C)cc(C)nc12,-2,-0.2,2,0.1
CC(=O)c1ccccc1C(=O)N1CCOc2ccc(C3(O)CCN(C)CC3)cc2C1,-2,0.2,9,-0.1
Nc1nnc(SCC(=O)NCCOc2ccc(Cl)cc2)s1,10,-0.1,-12,-0.5
COc1ccc(/C(C)=N/Nc2cccc([N+](=O)[O-])c2)cc1,-45,-0.2,2,0.1
NS(=O)(=O)c1ccc(CCN2C(=O)/C(=C\c3cccc(F)c3)SC2=S)cc1,6,-0.1,11,-0.1
CN1C(=O)N(C)C2NC(=O)NC21 (stereo unspecified),4,0.1,0,-0.2

# Reformatted with values under each structure: part of the list above.
# Each structure is followed by: TEAD-YAP inh | FBW7 activator | MITF primary | GPR151 activ
- COc1cc(-c2nc3ccccc3c(=O)n2NC(=O)c2ccccc2Br)cc(OC)c1OC
→ 1 | -0.1 | 16 | -0.6
- O=C(Nc1cc([N+](=O)[O-])ccc1O)C1CCCO1 (stereo unspecified)
→ -1 | -0.1 | -19 | 3.8
- O=C1CSC(=O)N1CNc1ccccc1
→ 0 | 0.0 | 1 | -0.3
- Fc1ccc2c(c1)nc(NCC1CCCO1)c1nccn12 (stereo unspecified)
→ -3 | 0.3 | 13 | 2.0
- CSc1nc(N)c2c3c(sc2n1)CCCCC3
→ -35 | -0.1 | -28 | -0.7
- CC1(C)CC(=O)C2=C(C1)Nc1cc(C(=O)c3ccccc3)ccc1NC2c1ccc(Cl)c(Cl)c1 (stereo unspecified)
→ -1 | 0.1 | 12 | 1.7
- COc1ccc(OC)c(NS(=O)(=O)c2ccc(OC)c(C)c2)c1
→ 15 | -0.1 | -1 | -0.6
- COC(=O)c1cnn2c(C)cc(C)nc12
→ -2 | -0.2 | 2 | 0.1
- CC(=O)c1ccccc1C(=O)N1CCOc2ccc(C3(O)CCN(C)CC3)cc2C1
→ -2 | 0.2 | 9 | -0.1
- Nc1nnc(SCC(=O)NCCOc2ccc(Cl)cc2)s1
→ 10 | -0.1 | -12 | -0.5
- COc1ccc(/C(C)=N/Nc2cccc([N+](=O)[O-])c2)cc1
→ -45 | -0.2 | 2 | 0.1
- NS(=O)(=O)c1ccc(CCN2C(=O)/C(=C\c3cccc(F)c3)SC2=S)cc1
→ 6 | -0.1 | 11 | -0.1
- CN1C(=O)N(C)C2NC(=O)NC21 (stereo unspecified)
→ 4 | 0.1 | 0 | -0.2

# The results go on:
SMILES,TEAD-YAP inh,FBW7 activator,MITF primary,GPR151 activ
COC(=O)c1ccc2c(c1)sc(=NC(C)=O)n2C,-6,0.1,2,-0.3
Cc1ccc(C2C(C(=O)c3sc(C)nc3C)=C(O)C(=O)N2CCCN(C)C)cc1 (stereo unspecified),-4,0.4,-2,1.4
Cc1ccc(S(=O)(=O)NCC(=O)N(CC(=O)NC2CCCCC2)Cc2ccco2)cc1,5,0.2,19,-1.2
COc1ccc(N2C(=O)CSC2c2ccc(C)cc2)cc1 (stereo unspecified),2,0.0,5,-0.5
C=CCN1C(=O)/C(=C/c2ccc(OC(C)CC)c(OC)c2)C(=O)NC1=S (stereo unspecified),-15,0.3,-9,0.2
O=C(NNC(=S)NCc1ccc(Cl)cc1)c1ccc2c(c1)OCO2,0,0.0,-2,0.5
Cc1ccc(CSc2nc3nc(C)c(Cc4cc(C)ccc4C)c(C)n3n2)cc1,-2,0.1,-10,0.4
CC(C)(C)CC(=O)N1CCc2cc(-c3csc(NC(=O)c4ccncc4)n3)ccc21,5,0.4,10,-0.8
CCOC(=O)c1c(N2C(N)=C(C#N)C(c3ccccc3)C3=C2CC(C)(C)CC3=O)sc2c1CCCC2 (stereo unspecified),-10,-0.1,9,-0.6
CCN1CCN(C(=O)c2nn(-c3cc(OC)cc(OC)c3)c(=O)c3ccccc23)CC1,9,0.0,-2,-0.9
NCCc1cnc[nH]1,-6&-10&5,0.0&0.0&0.1,13&8&7,-0.1&0.0&1.8
Cc1ccc(-c2csc(Nc3ccc(C(=O)O)cc3)n2)cc1,-77,0.4,26,-1.4
COc1cc(/C=c2\sc3nc4ccccc4n3c2=O)ccc1OCc1ccccc1,7,0.0,13,1.4
COc1cc(/C=C/C(=O)NCc2ccco2)cc(OC)c1OC,3,0.5,16,0.9
COCC(C)NC(=O)c1ccccc1[N+](=O)[O-] (stereo unspecified),3,0.1,-5,0.6
O=C(CN1CCN(c2ccccn2)CC1)c1ccc2c(c1)CCN2,2,-0.2,-4,-1.9
Cc1ccccc1NC(=O)C(=O)NCC(c1ccc2c(c1)OCO2)N1CCOCC1 (stereo unspecified),-6,-0.2,13,-1.8
COc1cccc(OCCOCC(O)CN2CCN(CCO)CC2)c1 (stereo unspecified),10,0.5,16,0.4
O=c1[nH]c(N2CCCC2)nc2c1CN(S(=O)(=O)c1ccc3c(c1)OCCO3)CC2,-6,-0.1,-4,0.9
Cc1c(N)cccc1C(=O)Nc1ccccc1C(=O)O,6,0.8,5,-1.0
COc1ccc(C=Nc2ccc(Cl)c([N+](=O)[O-])c2)cc1OC,8,-0.1,3,0.3
O=C(CN1CCCCC1)Nc1ccccc1N1CCOCC1,-8,0.1,60*,1.0
CCOc1cc(Br)cc(/C=N/NC(=O)c2ccccc2N)c1O,-7,-0.2,8,-0.4
COc1cc(OC)cc(C(=O)Nc2c[nH]c(=O)[nH]c2=O)c1,4,-0.1,-1,-0.5
CN(Cc1ccno1)C(=O)CC1C(=O)NCCN1Cc1ccc(F)c(F)c1 (stereo unspecified),-12,-0.1,-5,0.7
CCn1c(NCCN(C)C)nc2c1c(=O)n(C)c(=O)n2C,8,0.1,-1,0.8
Cn1c(=O)c2c(nc(SCCN3CCCCC3)n2Cc2ccccc2)n(C)c1=O,4,-0.2,3,-2.2
Cc1ccc(NS(=O)(=O)c2ccc(S(N)(=O)=O)cc2)cc1,7,0.1,-5,-0.9
Cc1c(Cl)ccc2c(C(N)=O)cc(-c3ccccn3)nc12,3,-0.2,-5,-0.4
COc1ccc(Cl)cc1-n1c(=S)sc2c(=O)[nH]c(SCc3csc4ccc(Cl)cc34)nc21,-4,-0.1,-10,-1.1
CN1C(N)=NC(=O)/C1=C/c1cc(O)ccc1Br,5,0.0,10,1.3
COc1ccccc1N1CCN(C2CCCN(S(=O)(=O)c3cccc(Cl)c3)C2)CC1 (stereo unspecified),7,-0.1,7,1.1
COc1ccc(/C=C2\N=C(C3CCCCC3)OC2=O)cc1OC,2,-0.1,-2,-1.7
CCCCn1c(-c2ccco2)nc2ccccc2c1=O,12,-0.1,10,0.4
O=C(Nc1ccc(Nc2cc(-n3ccnc3)ncn2)cc1)c1ccc(F)cc1F,21,-0.1,-13,0.2
CCOC(=O)CSC1=C(C#N)[C@H](c2ccccc2OCC)[C@@H](C(=O)OCC)C(=O)N1,6,0.0,16,1.4
Cc1ccc(N=c2scc(-c3ccc(Br)cc3)n2-c2ccc(C)cc2)cc1,-3,0.1,-5,-0.2
CCOc1ccccc1NC(=O)/C=C/c1ccc2c(c1)OCO2,-31,0.1,-16,-1.4
COc1ccc(-c2nn(-c3ccccc3)cc2C2CC(c3cccs3)=NN2C(C)=O)cc1 (stereo unspecified),-3,0.2,-3,1.6
O=C(Nc1ccc2ccccc2c1)/C(=C\c1ccc(F)cc1)NC(=O)c1ccco1,3,0.0,13,-1.0
O=C(COC(=O)/C=C/c1ccc(Br)o1)NC(=O)C1COc2ccccc2O1 (stereo unspecified),0,-0.1,10,-2.4
CCn1cc(SCC(=O)Nc2ccc(Br)cc2)c2ccccc21,-2,0.1,6,0.5
CCOC(=O)C1=C(N)OC2=C(C(=O)CC(C)(C)C2)C1c1ccc(Br)cc1 (stereo unspecified),7,0.6,11,0.0
Nc1ccc(S(=O)(=O)NC2=NCCC2)cc1,4,0.1,2,0.0
Nc1ccc(Cl)c(NC(=O)c2cccc(C(=O)Nc3cc(N)ccc3Cl)c2)c1,4,-0.1,3,-1.5
O=C(CS(=O)(=O)c1ccccc1)Nc1ccccc1Br,-18,0.0,3,-1.0
CCc1ccc(S(=O)(=O)Nc2ccc(OCC(N)=O)cc2)cc1,4,0.1,11,0.5
COc1cccc(-c2ccnc(-n3ncc(C(=O)NCc4ccccn4)c3C3CC3)n2)c1,14,-0.3,14,0.4
CCOC(=O)c1c(C)n(S(=O)(=O)c2ccc(C)cc2C)c2ccc(NS(=O)(=O)c3ccc(C)cc3C)cc12,9,-0.1,0,1.0
COc1ccc(-c2csc(-c3ccc(O)cc3)n2)cc1[N+](=O)[O-],-9,-0.3,-11,-1.0
# (list continues)
SMILES,TEAD-YAP inh,FBW7 activator,MITF primary,GPR151 activ
O=C(c1nn2c(C(F)(F)F)cc(-c3ccccc3)nc2c1Cl)N1CCCc2ccccc21,6,0.2,14,-1.3
O=C(CN(CC1CCCO1)C(=O)c1nsc(Cl)c1Cl)NC1CCCC1 (stereo unspecified),2,0.9,21,-0.9
Cc1noc(C(=O)NC2CCCCC2)c1Cl,-9,0.1,4,-0.9
CC(NC(=O)C1CC1)c1nnc2n1CCN(Cc1ccc(-c3ccccc3)cc1)CC2 (stereo unspecified),6,-0.3,-2,-0.5
COc1cccc(NC(=O)N2CCCC2C(=O)Nc2cccc3c2CCCC3)c1 (stereo unspecified),-1,-0.1,4,0.2
COc1ccc(C(=O)Nc2ccc(C(=O)N/N=C/c3ccc(O)cc3O)cc2)cc1,-6,-0.1,-3,8.6*
COc1cccc(C2NC(=O)NC(C)=C2C(=O)OCc2ccc3c(c2)OCO3)c1 (stereo unspecified),17,-0.1,5,1.8
CCC(COC)Nc1ncnc2sc(C(=O)NCc3ccncc3)c(C)c12 (stereo unspecified),1,0.2,2,0.3
Cc1ccc(C2/C(=C(/O)c3ccc(Cl)cc3)C(=O)C(=O)N2CCN(C)C)o1 (stereo unspecified),-1,0.0,16,1.8
CCCN(CC1CC1)C(=O)COC(=O)C1=NNC(=O)CC1,-2,-0.1,-11,0.5
CCOC(=O)c1sc(NC(=O)CC(C)=O)c(C(=O)OCC)c1C,2,-0.1,-3,-0.5
CSc1ncc(Cl)c(C(=O)Nc2cccc(Cl)c2)n1,10,0.6,5,-0.3
CC(C)OCC(O)Cn1c2ccccc2c2ccccc21 (stereo unspecified),-13,0.0,-4,-0.6
CC1CCCC(NC(=O)NC(=O)CCl)C1C (stereo unspecified),7,-0.1,10,0.7
COc1cc(NC(=O)c2ccc3c(c2)c(C)c(C)n3C)cc(OC)c1,-30,0.0,19,-0.4
Cc1ccccc1OCCCC(=O)Nc1sc2c(c1C(N)=O)CCC(C)C2 (stereo unspecified),5,0.1,-7,0.8
CCS(=O)(=O)N1CCN=C1SCc1cccnc1,-6,-0.1,0,-0.6
CCN1CCN(C(c2cccs2)C(C)NC(=O)C(=O)NCc2ccccn2)CC1 (stereo unspecified),-3,-0.3,-3,0.1
O=S(=O)(Nc1ccc(Br)cc1)c1ccccc1F,-8,0.3,18,0.4
COc1cc(C2NC(=O)NC(C)=C2C(=O)OCCSC)cc(Cl)c1O (stereo unspecified),-8,0.1,-5,-0.6
Cc1ccc(NC(=O)CCn2cccc2)c(Cl)c1,-30,0.0,4,-0.2
COc1ccc(N2CCN(CCNC(=O)Nc3cc(Cl)ccc3OC)CC2)cc1,-6,0.2,10,0.1
COc1ccc(NC(=O)c2cc3n(n2)C(C(F)(F)F)CC(c2ccc(Cl)c(Cl)c2)N3)c(OC)c1 (stereo unspecified),-13,0.1,5,-1.6
O=C(c1ccncc1)c1ccc(Cl)c([N+](=O)[O-])c1,-2,0.0,-5,-0.2
CC1CCN(C2CC(=O)N(c3ccc(I)cc3)C2=O)CC1 (stereo unspecified),-9,0.1,7,0.2
O=C(NCc1cccnc1)C1CC(c2ccccc2F)=NO1 (stereo unspecified),-2,0.5,-12,0.2
O=C(CCc1ccccc1)NCCc1ccc(F)cc1,-14,0.1,2,0.0
COc1ccc(C(=O)NCc2nnc(SC(C)C)n2Cc2ccccc2)cc1,9,0.2,-10,1.0
Cc1ccc(SCC(=O)Nc2nc3c(s2)CCC3)cc1,-10,-0.1,0,-0.3
Cc1cc(NC(=O)CNC(=O)Cn2cnc3sc4c(c3c2=O)CCCC4)no1,4,-0.1,-2,-0.4
CCOC(=O)c1ccc(NS(=O)(=O)c2cccc3nsnc23)cc1,-1,0.3,17,-1.0

# Screens as filed in PubChem BioAssay.
